# C8 TRAIL sens: viability loss with TRAIL in NB7+C8 cells, primary screen, TRAIL sensitizer project, cell-based, ATPlite luminescence; inhibition (viability loss, TRAIL sensitization), % at 10 µM; hit rate 1% among 360,000; AID 624354, 2012;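 active = compounds causing at least 50% loss of cell viability in the single-dose screen, relative to plate controls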
# Shn3 3UTR inh: reduction of Shn3 3'UTR firefly luciferase signal, primary screen, Schnurri-3 inhibitor project, cell-based, Clone20 osteoblasts, set 2 | Clone20 osteoblast Shn3 3'UTR firefly luciferase, 24 h | inhibition, % at 12.5 µM | hit rate 0.52% among 360,000 | AID 588674, 2011;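 active = mean inhibition of at least 75% with every replicate also reaching 75%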;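 also: 0% = median of neutral control wells and 100% = pilot-screen positive control compound; some compounds past the cut are filed as inactive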
# HIF-2a inh: HIF-2a reporter inhibitors, primary screen, luminescence, 786-0 RCC cells; 786-0 RCC cells HIF-2a reporter, luciferase luminescence, overnight; hit rate 0.72% among 360,000; inhibition, % at 18.8 µM;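 active = inhibition of the luminescence signal of 40% or more relative to plate controls, in a single-dose primary screen at 18.75 µM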
# KKLEB tox: cytotoxicity in KKLEB CF airway cells, primary screen, cytotoxicity control for CF NF-kB inhibitor project, cell-based, uHTS, fluorescence assay plates; KKLEB CF airway cells viability, ATPlite luminescence, overnight; stronger effect = lower value; cells stimulated with P. aeruginosa culture filtrate; activity change (cytotoxicity), % at 5 µM; hit rate 0.36% among 360,000; AID 602141, 2011;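 active = corrected activity change at or below -50% at 5 µM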
# TWEAK Fn14 block: inhibitors of TWEAK-Fn14 signaling, primary screen, luciferase reporter cells, uHTS; TWEAK-stimulated Fn14 reporter cells, luciferase luminescence, 8 h; inhibition, % at 10 µM; hit rate 2% among 360,000; in the data active = inhibition above about 50%
# CF NFkB inh: inhibitors of PAF-induced NF-kB signaling, primary screen, cell-based, GFP fluorescence, uHTS | inhibition, % at 5 µM | hit rate 0.86% among 360,000 | KKLEB NF-kB-GFP reporter, GFP fluorescence overnight | AID 588850, 2011;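 active = at least 50% inhibition at 5 µM, scaled per plate between neutral and stimulator controls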;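 also: PAF is a Pseudomonas aeruginosa culture filtrate used as stimulus; plate controls were PAF-stimulated DMSO wells for no effect and unstimulated DMSO wells for full effect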
# MITF TRPM1 inh: inhibitors of MITF-dependent TRPM1 promoter reporter, primary screen, cell-based, SK-MEL-5, single point, luciferase | SK-MEL-5 TRPM1 promoter luciferase, 24 h | inhibition, % at 12.5 µM | hit rate 0.83% among 330,000 | AID 488899, 2010;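 active = mean inhibition across replicates of 60% or more, whatever share of single replicates reaches that level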; also: values of inactives mirror those of a sister screen read the other way
# TROY signal inh: inhibitors of TROY-driven NF-kB signaling, primary screen, Q293 LMP1-TROYcd cells, NF-kB luciferase, uHTS; Q293 LMP1-TROYcd NF-kB luciferase reporter, 4 h; inhibition, % at 10 µM; hit rate 0.98% among 360,000; AID 1347056, 2019;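 active = compounds whose plate-normalised and pattern-corrected inhibition of the luciferase reporter signal at the single screening dose is 50% or more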
# Peg3 promoter: Peg3 promoter-driven luciferase inhibitors, primary screen, cell-based, HeLa, luciferase luminescence; HeLa PEG-Prom luciferase reporter, overnight; inhibition, % at 20 µM; hit rate 1.7% among 360,000; AID 588405, 2011;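 active = inhibition of at least 50% at 20 µM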
# NR2E3 ag-1: inhibitors of NR2E3-RetCOR corepressor binding, primary screen, NR2E3 agonist project, biochemical, TR-FRET, GST-NR2E3, biotin-RetCOR; Photoreceptor-specific nuclear receptor (Homo sapiens), Q9Y5X4; 1536-well; inhibition of corepressor binding, % at 4.78 µM; hit rate 0.12% among 320,000; AID 2300, 2010;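 active = percent inhibition above the cutoff of mean plus 3 SD of all tested compounds, set per screening campaign, cut at about 20% in these data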;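 also: 0% = DMSO wells and 100% = biotin wells as full block of FRET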
# Target sequence (Q9Y5X4 whole entry, looked up): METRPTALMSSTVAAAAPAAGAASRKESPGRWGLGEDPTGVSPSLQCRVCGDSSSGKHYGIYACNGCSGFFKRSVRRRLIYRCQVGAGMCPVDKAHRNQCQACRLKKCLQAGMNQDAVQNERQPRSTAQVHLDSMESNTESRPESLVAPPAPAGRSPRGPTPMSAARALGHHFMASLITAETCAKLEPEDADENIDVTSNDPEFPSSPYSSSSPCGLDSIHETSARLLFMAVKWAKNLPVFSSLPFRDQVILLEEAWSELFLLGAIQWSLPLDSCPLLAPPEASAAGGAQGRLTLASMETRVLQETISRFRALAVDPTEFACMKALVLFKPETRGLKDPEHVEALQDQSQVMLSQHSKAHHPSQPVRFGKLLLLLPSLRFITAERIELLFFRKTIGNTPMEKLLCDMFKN
#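 System: GST-tagged NR2E3 plus biotinylated RetCOR corepressor; Amount: 1.35 nM GST-tagged NR2E3 final; Dosing: single nominal compound dose of 4.8 µM; Schedule: 5 h incubation at 4 °C; Technique: TR-FRET with europium anti-GST and streptavidin-D2, 340 nm excitation; Controls: biotin wells as high control, 0.6% DMSO wells as low control.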
# NR2E3 ag-2: NR2E3 agonists in two-hybrid cells, primary screen, cell-based, luminescence, CHO-S, Gal4-NCOR/VP16-NR2E3; Photoreceptor-specific nuclear receptor (Homo sapiens), Q9Y5X4; luciferase; inhibition of corepressor binding, % at 3.98 µM; hit rate 0.35% among 360,000; AID 602229, 2012;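 active = inhibition above the mean of all tested compounds plus 3 SD, cut at about 70% in these data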;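 also: 0% = DMSO with NR2E3 transfected cells and 100% = cells lacking NR2E3 construct; higher means lower luciferase signal from less NR2E3 corepressor binding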
# * = called active by the depositor; x = not tested or not shown.
SMILES,C8 TRAIL sens,Shn3 3UTR inh,HIF-2a inh,KKLEB tox,TWEAK Fn14 block,CF NFkB inh,MITF TRPM1 inh,TROY signal inh,Peg3 promoter,NR2E3 ag-1,NR2E3 ag-2
Cc1cc(C(=O)CSc2nnc(-c3ccccc3)o2)c(C)n1CC1COc2ccccc2O1 (stereo not drawn),7,2,7,-10,26,2,6,4,6,-1,-10
COc1ccc(NC(=O)Cc2cccc(F)c2)cc1S(=O)(=O)Nc1ccccc1Cl,-3,14,6,-3,-8,16,-7,14,10,3,-3
CC(=O)NNS(=O)(=O)c1ccccc1[N+](=O)[O-],-5,4,5,16,-15,-8,13,7,1,-3,0
COc1ccc(C(=O)OCC(=O)Nc2ccc(Cl)c(C(F)(F)F)c2)c(OC)c1OC,-1,11,-18,-2,40,-5,-1,39,24,-2,-9
Cc1ccc(C(=O)COC(=O)CCCC(=O)Nc2cc(C(F)(F)F)ccc2Cl)cc1C,5,7,5,4,0,2,2,-11,-9,-1,-6
Cc1nc2ccccc2n1CC(=O)NCc1ccccc1,15,73,2,11,19,-3,22,12,-11,-1,27
O=C1CCC[C@@H]2Cc3nc4ccccc4cc3[C@@H]3CCN1[C@H]23,-17,-2,-12,0,2,12,-2,1,-12,x,7
COc1cccc(CC(NC(C)=O)C(=O)NC2CCN(C(=O)NCc3ccccc3)CC2)c1 (stereo not drawn),26,-6,8,9,4,3,5,-8,23,x,3
O=C(COC(=O)C1=COCCO1)NCCCc1ccccc1,-2,1,7,2,-16,10,16,-8,-2,0,8
COc1ccc(N(C)S(=O)(=O)c2cccc(C(=O)Nc3nnc(C4CC4)s3)c2)cc1,-3,-2,7,-1,18,-17,1,5,24,0,-21
Cc1ccc(Cl)cc1N1CCN(S(=O)(=O)c2ccc(-c3ccc(=O)[nH]n3)o2)CC1,-3,35,-2,-3,-32,-8,16,11,15,-4,-17
COc1ccc(C2c3c(ncn(CCCN4CCOCC4)c3=N)Oc3ccc4ccccc4c32)cc1OC (stereo not drawn),-3,1,10,8,-19,27,80*,11,69*,-2,-55
Cc1nccn1Cc1cccc2ccccc12,-2,18,19,-15,-7,23,0,11,8,-7,-13
COC(CNC(=O)c1c[nH]c2ccc(S(=O)(=O)N(C)c3ccc(F)cc3)cc2c1=O)OC,-1,15,11,-8,17,7,7,-6,5,2,-8
COc1ccc(CCNc2cc(C)nc3c(-c4ccccc4)cnn23)cc1OC,39,-22,-104,-4,6,13,-11,-16,-68,2,-52
CN(C)S(=O)(=O)Oc1ccsc1C(=O)Nc1ccc(Cl)cc1,8,-8,-19,4,4,-16,-2,5,1,1,6
N/C(=N\OC(=O)c1ccc2c(c1)OCO2)c1ccc(Cl)cc1,29,-60,-308,0,-5,-37,-95,-33,-298,-3,-20
CCCSc1nnc(-c2cccc(S(=O)(=O)N(C)C)c2)n1-c1cc(OC)ccc1OC,-7,6,2,-5,6,-1,11,-9,15,0,-32
Cc1[nH][nH]c(=O)c1C(c1ccc(-c2ccc(F)cc2)o1)c1c(C)[nH][nH]c1=O,-2,-2,-6,13,5,-23,-6,-1,16,13,-25
Fc1ccc(NC(=S)N2CCn3cccc3C2c2cccnc2)cc1 (stereo not drawn),-29,27,18,-8,-6,2,10,-3,27,-1,-4
COC(=O)c1sccc1NC(=S)Nc1ccc(F)cc1F,1,42,-2,-1,-8,-10,11,0,-3,4,-7
COc1ccc(-c2nc(C#N)c(NCc3ccccc3Cl)o2)cc1OC,-6,-15,-18,-39,-49,15,-53,-16,-13,2,-14
CCN1CC2CCCC3(C1)C(=O)NC1(CCCCC1)N=C23 (stereo not drawn),-3,-22,16,2,4,5,8,9,9,-1,8
O=C(C1CCCCC1)N1CCN(S(=O)(=O)c2ccc(Br)cc2)CC1,0,0,17,-11,6,16,11,-2,7,0,-4
CC1CCN(C(=O)COC(=O)Cn2cnc3ccccc32)CC1,-1,11,4,9,-14,-17,8,-5,6,x,16

# Next part
SMILES,C8 TRAIL sens,Shn3 3UTR inh,HIF-2a inh,KKLEB tox,TWEAK Fn14 block,CF NFkB inh,MITF TRPM1 inh,TROY signal inh,Peg3 promoter,NR2E3 ag-1,NR2E3 ag-2
C/C(=N\NC(N)=O)c1ccc(Cl)s1,-6,1,-2,-3,-14,12,22,14,18,-2,-24
COCCN1C(=O)COc2ccccc2C1C(=O)NC(C)(C)C (stereo not drawn),-6,x,3,x,13,x,x,-6,x,x,6
CCn1cc(CN2CCC(C(=O)Nc3ccc(Oc4ccccc4)nc3)CC2)cn1,0,-1,10,-12,1,10,20,9,3,0,-6
O=c1c(F)cn(C2CCCO2)c(=O)n1Cc1ccccc1F (stereo not drawn),-27,7,-6,8,2,5,13,10,1,0,-1
CCOc1cc(/C=C2/C(=N)N3OC(C)=CC3=NC2=O)ccc1OC(=O)c1ccco1,-16,-32,15,-6,19,0,4,19,6,2,13
CCOC(=O)CCCNC(=O)CCNC(=O)c1ccc(OC)cc1,-2,-1,17,9,4,-1,4,-2,5,2,3
O=C(COC(=O)CSc1ccc([N+](=O)[O-])cc1)NCCC1=CCCCC1,-2,-2,-6,-16,4,15,-3,-6,-8,2,7
O=C(NCc1ccccc1)NCc1cccs1,0,-22,-72,5,-2,0,-25,-2,-60,-2,-10
CCOC(=O)c1c(NC(=O)C2CCN(S(=O)(=O)c3ccc(Cl)cc3)CC2)sc2c1CCCC2,-15,9,26,-9,16,3,-2,-13,10,-2,-17
Nc1nnc(C(=O)c2ccccc2N)s1,-1,-17,-78,6,-18,-13,-9,-28,-99,-6,-33
COc1cccc(NC(=O)CCN2CCN(c3ccccc3F)CC2)c1,-4,6,-3,-14,-1,16,-16,0,-23,4,-15
COc1ccc(C2c3[nH]c4ccccc4c3C[C@H]3C(=O)N(c4ccccc4C(=O)N4CCC(C(=O)O)CC4)C(=O)N23)cc1 (stereo partly drawn),1,-14,8,17,2,-3,16,-4,14,6,-65
Cc1ccc(C(=O)N(CC(C)C)c2c(N)n(Cc3ccccc3)c(=O)[nH]c2=O)o1,15,-2,2,10,2,-3,-5,-5,19,-4,-1
COc1ccccc1C(C#N)N1N=C(C)CC1c1ccccc1 (stereo not drawn),6,-23,6,6,7,-2,12,5,1,3,-16
COc1ccc(-c2cc(C(=O)NCc3cn(C)nc3C)c3ccccc3n2)cc1OC,3,-13,-11,-6,-7,-9,-7,-4,-7,1,-13
O=C(Nc1nnc(/C=C/c2ccccc2)s1)c1ccco1,14,-16,-169,-1,-12,14,-27,-40,-110,2,-62
CCC12CN3CC(CC)(CN(C1)C3c1ccccc1Cl)C2O (stereo not drawn),3,-2,17,6,1,-14,1,11,16,2,-19
CCCc1nc(-c2ccccc2)c(-c2ccc(OC)c(OC)c2)c(=O)[nH]1,3,1,16,3,14,-2,0,5,1,3,-10
CCOC(=O)C1CCN(C(=O)COc2ccc(Br)cc2Br)CC1,1,-10,14,26,-7,7,-1,-6,5,-3,-1
CN(Cc1ccccc1)C(=O)c1ccc(NC(=O)Cc2cccc(NC(=O)C3CCN(C(=O)C4CCCCC4)CC3)c2)cc1,6,2,-9,-2,-37,-7,1,-10,11,1,3
CCS(=O)(=O)N1CCCC(C(=O)NCCN(C)Cc2ccccc2)C1 (stereo not drawn),-8,0,14,6,47,0,5,x,2,-1,-2
O=C(N[C@H]1CC1c1ccccc1)c1ccc([N+](=O)[O-])cc1 (stereo partly drawn),12,-62,-251,-10,-2,6,-64,-20,-261,-1,-101

# By substructure: the compounds so far containing fluorine.
SMILES,C8 TRAIL sens,Shn3 3UTR inh,HIF-2a inh,KKLEB tox,TWEAK Fn14 block,CF NFkB inh,MITF TRPM1 inh,TROY signal inh,Peg3 promoter,NR2E3 ag-1,NR2E3 ag-2
COc1ccc(NC(=O)Cc2cccc(F)c2)cc1S(=O)(=O)Nc1ccccc1Cl,-3,14,6,-3,-8,16,-7,14,10,3,-3
COc1ccc(C(=O)OCC(=O)Nc2ccc(Cl)c(C(F)(F)F)c2)c(OC)c1OC,-1,11,-18,-2,40,-5,-1,39,24,-2,-9
Cc1ccc(C(=O)COC(=O)CCCC(=O)Nc2cc(C(F)(F)F)ccc2Cl)cc1C,5,7,5,4,0,2,2,-11,-9,-1,-6
COC(CNC(=O)c1c[nH]c2ccc(S(=O)(=O)N(C)c3ccc(F)cc3)cc2c1=O)OC,-1,15,11,-8,17,7,7,-6,5,2,-8
Cc1[nH][nH]c(=O)c1C(c1ccc(-c2ccc(F)cc2)o1)c1c(C)[nH][nH]c1=O,-2,-2,-6,13,5,-23,-6,-1,16,13,-25
Fc1ccc(NC(=S)N2CCn3cccc3C2c2cccnc2)cc1 (stereo not drawn),-29,27,18,-8,-6,2,10,-3,27,-1,-4
COC(=O)c1sccc1NC(=S)Nc1ccc(F)cc1F,1,42,-2,-1,-8,-10,11,0,-3,4,-7
O=c1c(F)cn(C2CCCO2)c(=O)n1Cc1ccccc1F (stereo not drawn),-27,7,-6,8,2,5,13,10,1,0,-1
COc1cccc(NC(=O)CCN2CCN(c3ccccc3F)CC2)c1,-4,6,-3,-14,-1,16,-16,0,-23,4,-15

# Source: PubChem BioAssay (several laboratories)

# A portion of the library. The share of hits here may be higher or lower than overall.
